ALOX15B inhib = qHTS Assay for Inhibitors of 15-hLO-2 (15-human lipoxygenase 2). purified 15hLO-2, xylenol orange hydroperoxide absorbance. AID 881, 2007. Polyunsaturated fatty acid lipoxygenase ALOX15B (Homo sapiens), O15296. Potency, µM (highest dose often 57.1 µM), without a hit: at the highest dose activity change, negative = inhibition, hits mostly inhibitors. hit rate 0.56% among 110,000; also: potency is read from the fitted curve at half-maximal effect; nearly all actives have a fitted effect of over 60% in size; many of its hits are not listed in these tables
Target sequence (O15296 whole entry, looked up): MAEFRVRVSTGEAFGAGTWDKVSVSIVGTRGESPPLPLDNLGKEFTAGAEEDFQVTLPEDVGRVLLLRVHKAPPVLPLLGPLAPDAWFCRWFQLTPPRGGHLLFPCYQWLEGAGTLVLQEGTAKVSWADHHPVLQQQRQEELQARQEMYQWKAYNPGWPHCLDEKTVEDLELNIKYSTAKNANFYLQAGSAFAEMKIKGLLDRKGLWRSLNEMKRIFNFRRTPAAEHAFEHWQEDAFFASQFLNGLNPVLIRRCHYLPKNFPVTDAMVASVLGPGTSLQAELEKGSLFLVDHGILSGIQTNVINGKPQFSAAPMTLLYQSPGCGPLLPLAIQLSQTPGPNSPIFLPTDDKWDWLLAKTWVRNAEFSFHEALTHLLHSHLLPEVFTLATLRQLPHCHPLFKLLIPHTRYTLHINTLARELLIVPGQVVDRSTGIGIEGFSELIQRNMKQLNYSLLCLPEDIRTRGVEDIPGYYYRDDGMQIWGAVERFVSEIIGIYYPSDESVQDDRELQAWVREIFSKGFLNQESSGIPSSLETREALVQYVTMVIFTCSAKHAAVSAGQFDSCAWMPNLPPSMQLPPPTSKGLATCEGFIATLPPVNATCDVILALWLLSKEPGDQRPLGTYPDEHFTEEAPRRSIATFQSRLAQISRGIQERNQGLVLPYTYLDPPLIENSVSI
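Purified human 15hLO-2 (50 nM) preincubated 15 min with compound, then 45 uM arachidonic acid for 90 min at RT in 25 mM Hepes pH 7.5, 0.01% Triton X-100. Hydroperoxide detected by Fe-xylenol orange; 573/405 nm absorbance ratio.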
IMPase inh = qHTS Assay for Identifying the Cell-Membrane Permeable IMPase Inhibitors; CHO-M1 cells, IP1 accumulation, HTRF TR-FRET ratio; inhibition (IP1 accumulation), % at 46.1 µM; 120,000 tested, under 10 active; AID 901, 2007; active = well fitted curve in the direction sought with a large enough effect in the signal ratio, not every such curve was filed as active; inconclusive = small, poorly fitted or top-dose-only effect, or a change in a side signal; inactive = no such curve, though single readings can be large or run the other way; the % refers to the signal ratio;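 also: cells stimulated with carbachol in lithium chloride buffer; plate controls were DMSO basal wells for no effect and reference inhibitor wells for full effect; higher means more IMPase inhibition seen as more IP1 and lower FRET ratio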
Target sequence (P97697 whole entry, looked up): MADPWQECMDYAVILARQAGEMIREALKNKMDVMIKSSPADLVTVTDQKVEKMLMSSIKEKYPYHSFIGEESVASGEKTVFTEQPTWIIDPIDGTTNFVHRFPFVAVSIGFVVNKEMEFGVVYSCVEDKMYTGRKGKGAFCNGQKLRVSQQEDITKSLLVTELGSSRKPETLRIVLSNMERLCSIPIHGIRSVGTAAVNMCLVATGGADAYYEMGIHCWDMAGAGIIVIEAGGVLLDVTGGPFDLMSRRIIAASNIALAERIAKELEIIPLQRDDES
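CHO-M1, 2000 cells/well, cultured 16–30 h; cpd up to 46 uM; carbachol (50 uM solution, stimulation buffer w/ 50 mM LiCl, pH 7.4), 30 min 37C; IP-One TR-FRET, 10 min RT; Ex 320/Em 665, 620; Hill-fit AC50.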
12-hLO inh = qHTS Assay for Inhibitors of 12-hLO (12-human lipoxygenase) | Polyunsaturated fatty acid lipoxygenase ALOX12 (Homo sapiens), P18054 | purified 12-hLO, xylenol orange hydroperoxide absorbance | Potency, µM (series often up to 57.1 µM), for inactives: at the highest dose activity change, negative = inhibition, most hits filed as inhibitors | hit rate 0.12% among 150,000 | AID 1452, 2008; also: potency is read from the fitted curve at half-maximal effect; nearly all actives have a fitted effect of over 55% in size; many of its hits are not listed in these tables
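Hydroperoxide output read as Fe(III)-xylenol orange absorbance, 573-to-405 nm ratio, after 30 min reaction with 40 uM arachidonic acid. Enzyme: 150 nM purified human 12hLO, 15 min compound preincubation; 25 mM Hepes pH 7.0, room temperature.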
PNC inhibitor = High Content Assay for Compounds that inhibit the Assembly of the Perinucleolar Compartment | PC3M PTB-GFP, PNC prevalence imaging, 16 h; hits give low values | activity change (PNC), negative = inhibition, % at 10 µM | hit rate 3.1% among 140,000 | AID 2417, 2010;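 active = readout at or below -70, meaning at least 70% loss of cells showing the perinucleolar compartment, a nuclear body marking cancer cells; inconclusive = readout between -30 and a set limit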;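 also: plate controls were DMSO wells for no effect and camptothecin positive control wells for full effect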
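Compounds are pinned in duplicate onto adhered PC3M cells stably expressing GFP-tagged PTB and incubated 16 h at 37 C. Cells are then fixed, nuclei stained with Hoechst, and PNC-positive cells counted.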
Starred values were filed as active, the others as inactive; ? = inconclusive; nt = not tested or not shown; & = joins results of further samples; [ ] = dose if it differs, or a comment. Unless noted, calls follow the shape of the dose curve; as a rule, active = well fitted curve in the direction sought with a large enough effect; inconclusive = small, poorly fitted or top-dose-only effect, or another doubt; inactive = no such curve, though single readings can be large; an effect the other way counts as inactive or inconclusive. Unless noted, % is scaled to controls: 0 for no effect and ±100 for the full control effect. This is a subset. The share of hits here may be higher or lower than overall.

Results follow in this order: ALOX15B inhib	IMPase inh	12-hLO inh	PNC inhibitor
> O=[N+]([O-])c1ccc(Cl)cc1
→ 0%	nt	-1%	nt
> O=c1[nH]c(=O)n(-c2ccc(F)cc2)c(O)c1C=Nc1ccccc1N1CCCC1
→ 3%[2.29 µM]	-1	-3%	?
> Cc1ccc(C(=O)Nc2ccc(-n3ccnc3P(=O)(O)c3ccccc3)cc2)cc1
→ 0%	1	-2%	21
> CCCOc1ccc2[nH]cc(C3=CCNCC3)c2n1
→ 57%[activator]	-1	6%	nt
> CCN(CC)Cc1cc(Nc2ccnc3cc(Cl)ccc23)ccc1O
→ 65%[activator][25.6 µM]	14[20.6 µM]	5%[25.6 µM]	nt
> N/C(=N\N=C/c1ccc(-c2ccc(O)c(C(=O)O)c2)o1)N[N+](=O)[O-]
→ -2%	14	-6%	-24
> c1ccc(CCN2CCOCC2)nc1
→ -1%[11.4 µM]	nt	4%[11.4 µM]	nt
> CCC(C)N1C(=O)/C(=C/c2ccc3c(c2)CCN3CCCCl)C(=O)NC1=S (centres undefined)
→ nt	6	?	?
> Cc1ccc2c(c1)CNc1ccccc1O2
→ -10%	6	0%	-11
> Clc1ccc(Cl)c(Cl)c1
→ 8%	nt	-4%	nt
> NCC(=O)c1ccccc1
→ -1%	nt	1%	nt
> CSC1=NP(=S)(SC)N(C)c2nc3n(c21)CCC3 (centres undefined)
→ 1%	?	-7%	5
> CCOc1ccccc1-n1c(O)c(C=Nc2ccc(N(CC)CC)cc2)c(=O)[nH]c1=O
→ -17%	14	-16%	18
> C[C@@]12CCC3C(CC[C@@H]4CC(O)CC[C@@]34C)C1CCC2O (some centres undefined)
→ -3%	nt	-1%	nt
> COc1c2c(cc3c1OCO3)CCN(C)C2
→ 7%[25.6 µM]	8[20.6 µM]	0%[25.6 µM]	nt
> Ic1ccccc1CN[C@@H]1C2CCN(CC2)[C@H]1C(c1ccccc1)c1ccccc1
→ 36%[activator]	9	-3%	nt
> CC1(C)C(=O)[C@@H]2OC2[C@@]2(C)C1CC(O)[C@]1(C)C2CC[C@@]2(C)C(c3ccoc3)OC(=O)C3OC312 (some centres undefined)
→ -3%	nt	1%	nt
> O=C1c2ccccc2C(=O)N1SC1CCCCC1
→ ?	5	?	51
> Cc1ccc2c(c1)[C@@H]1CN(C)CC[C@@H]1N2C(=O)Nc1cccc(C(F)(F)F)c1
→ 35%[activator]	6	-4%	7
> CC(=O)c1ccc2c(c1)C1C(Cl)C(Sc3ccccc3[N+](=O)[O-])CC1C(C(=O)O)N2 (centres undefined)
→ nt	4	-8%	-4
> CNC(C)[C@H](O)c1ccccc1 (some centres undefined)
→ 4%	nt	1%	nt
> O=C1C(Cl)=C(Cl)C(=O)C(Cl)=C1Cl
→ ?	nt	?	nt
> CNC(C(=O)c1ccccc1)C(OC)c1ccccc1 (centres undefined)
→ 1%	6	-1%	43
> O=C(c1cc(S(=O)(=O)N2CCCCC2)ccc1F)N1CCC2(CC1)OCCO2
→ -1%	1	-3%	-3
> COC(=O)N1CCC2(CCN(CC(C)C)CC2)CC1
→ -2%	nt	-4%	nt
> CN1C(=O)C(=Cc2ccc(N3CCCCCC3)o2)C(=O)N(C)C1=S
→ -9%	-4	3%	4
> CCOC(=O)c1c(/N=C/c2c(O)n(-c3ccccc3F)c(=S)[nH]c2=O)sc2c1CCCC2
→ -17%	3	-12%	?
> CCCCC(=O)N/N=C/c1c(O)n(CC)c(=S)[nH]c1=O
→ nt	nt	2%	-10
> CC1=C2C3OC(=O)C(C)C3CC[C@@]2(C)C=CC1=O (some centres undefined)
→ 4%	nt	-5%	nt
> Cc1cc(N2C(=O)C3CCCN3C2c2ccccc2)no1 (centres undefined)
→ 4%	4	9%	?
> CN(C)C1C(=O)C(C(N)=O)=C(O)[C@@]2(O)C(=O)C3=C(O)c4c(O)ccc(Cl)c4[C@](C)(O)C3CC12 (some centres undefined)
→ -7%	nt	-1%	nt
> O=P(N1CCCCC1)(N1CCCCC1)C(Cl)(Cl)Cl
→ -7%	-5	4%	-6
> CN(C)C(=O)Oc1ccc(OCc2cccc[n+]2C)cc1
→ nt	nt	1%	?
> CN(Cc1ccccc1)C(=C(Cl)Cl)/C(=C1/NCCN1Cc1ccc(Cl)nc1)[N+](=O)[O-]
→ -4%	4	0%	12
> CC(=O)N1CN2CN(C1)CN(C(C)=O)C2
→ nt	nt	-3%	-3
> CCCCC/C=C\C/C=C\C/C=C\C/C=C\CCCC(=O)Nc1ccc(O)cc1
→ -8%	-3	-20%	nt
> CCCCn1c(O)c(C(CC)=NCCCN(C)C)c(=O)[nH]c1=O
→ -1%	7	3%	2
> Cc1occc1C(=O)N1CCC2(CC1)OCCO2
→ -1%	3	3%	?
> C[C@@]12CCC(O)C[C@H]1CCC1C2CC[C@]2(C)C(=O)CCC12 (some centres undefined)
→ -16%	nt	2%	nt
> c1ccc(-c2ccccc2)cc1
→ 1%	nt	-1%	nt
> FC(F)(F)c1ccc2c(c1)nnn2C1CCN(Cc2nnnn2Cc2ccccc2)CC1
→ 7%	2	-14%	-20
> CC(=O)OCC1=C(C(=O)O)N2C(=O)C(NC(=O)CCCC(N)C(=O)O)C2SC1 (centres undefined)
→ -7%	nt	-6%	nt
> O=[N+]([O-])c1cc([As](=O)(O)O)ccc1O
→ -3%	1[20.6 µM]	0%	nt
> C1C[C@@H]2CN(CCCN3CCOCC3)[C@@H](C1)O2
→ -5%[11.4 µM]	nt	-4%[11.4 µM]	nt
> CCCCn1c(O)c(C(CC)=NCc2cccnc2)c(=O)[nH]c1=O
→ 2%	-3	-1%	13
> CCCCn1c(O)c(C=NCCCn2ccnc2)c(=O)[nH]c1=O
→ 5%	1	-1%	4
> COC(=O)C1C2c3ccccc3OC1(C)N=c1s/c(=C/c3cnn(C)c3C)c(=O)n12 (centres undefined)
→ -6%	3	-4%	-16
> CCC(C=C[C@@H]1OC(=O)C=C[C@H]1C)=C[C@H](C)CC=CC(C)=C[C@@H](C)C(=O)[C@@H](C)[C@H](O)[C@@H](C)CC(C)=CC(=O)O
→ ?	nt	-1%[0.00818 µM]	nt
> Oc1ccc(Cl)cc1Cc1cc(Cl)ccc1O
→ -9%	nt	?	-1
> Cc1ccc2c(c1)=C/C(=C\c1c(O)[nH]c(=S)[nH]c1=O)C(=O)N=2
→ nt	-4	-6%	?

The listing continues.
Results follow in this order: ALOX15B inhib	IMPase inh	12-hLO inh	PNC inhibitor
> Cn1nc(N)c2c1N=P(N1CCOCC1)(N1CCOCC1)N=C2c1ccccc1
→ 4%	0	-4%	?
> N#CC(Br)Br
→ 1%	nt	-3%	nt
> CC(C)(OO)c1ccccc1
→ 5%	nt	14%	nt
> O=C(Nc1cccc(OC(=O)N2CCOCC2)c1)N1CCOCC1
→ -7%	-10	4%	?
> CCCN1C2CCCC1CC(NC(C)=O)C2 (centres undefined)
→ 5%	0	1%	19
> COc1ccccc1C1=NCc2nnc(C)n2-c2ccc(Cl)cc21
→ nt	nt	2%	9
> CCCCCCOc1ccc(CN2CCN(CC)CC2)cc1
→ 36%[activator]	-2	9%	?
> CCC(COC(=O)NC)NC(=O)Oc1cccc(C)c1 (centres undefined)
→ -6%	-2	-2%	4
> CC(C)(C)N1Cc2ccccc2C1=N
→ 8%	1	-3%	50
> Cn1c2c(c3ccccc31)CCNCC2
→ 35%[activator]	nt	2%	nt
> COC1=CC23CCCN2CCc2cc4c(cc2C3C1O)OCO4 (centres undefined)
→ -6%	nt	-6%	nt
> CN1CCc2cccc(Cl)c2CC1
→ 9%	3	1%	nt
> Cc1cccc(N2C(=O)/C(=C/c3ccc(CN(CCC#N)S(C)(=O)=O)o3)C(=O)NC2=S)c1
→ -29%	15	?	48
> COc1cc2c(cc1O)C[C@H]1c3c(cc(O)c(OC)c3-2)CCN1C
→ -5%[25.6 µM]	2[20.6 µM]	-6%[25.6 µM]	nt
> CCC(=Nc1ccccc1NC(C)=O)c1c(O)n(C)c(=O)n(C)c1=O
→ 0%	5	0%	?
> COc1cc2ccccc2c2cc([N+](=O)[O-])oc12
→ -4%[11.4 µM]	nt	2%[11.4 µM]	nt
> CCN(CC)C(=O)c1ccc(N2C(=O)C3CC=C(Cl)CC3C2=O)cc1 (centres undefined)
→ 1%	7	-3%	-86*
> CCOC(=O)c1c(N)n(CCN2CCCCC2)c2nc3ccccc3nc12
→ -3%	-5	-3%	5
> O=C(CSc1ccccc1)N1CCC2(CC1)OCCO2
→ 3%	8	2%	-23
> CCCC1=C(C(=O)OCC)C2(C(=O)Nc3ccc(C)cc32)C(C#N)=C(N)O1 (centres undefined)
→ -5%	4	3%	22

Laid out differently: 3 of the compounds above
canonical_smiles | ALOX15B inhib | IMPase inh | 12-hLO inh | PNC inhibitor
CCN(CC)C(=O)c1ccc(N2C(=O)C3CC=C(Cl)CC3C2=O)cc1 (centres undefined) | 1% | 7 | -3% | -86*
CCOC(=O)c1c(N)n(CCN2CCCCC2)c2nc3ccccc3nc12 | -3% | -5 | -3% | 5
O=C(CSc1ccccc1)N1CCC2(CC1)OCCO2 | 3% | 8 | 2% | -23

Following part
Results follow in this order: ALOX15B inhib	IMPase inh	12-hLO inh	PNC inhibitor
> CC1CN=C(Nc2ccccc2)S1 (centres undefined)
→ 26%	6	3%	-8
> COc1cc(/C=C2/C(=O)NC(=O)N(c3ccccc3)C2=O)ccc1O
→ nt	nt	1%	28
> CC1=CC(=O)NP(=O)(Oc2ccc3ccccc3c2)N1 (centres undefined)
→ -19%	6	-6%	51
> O=C(Cc1ccccc1)OCCNC(=O)c1cccnc1
→ -1%	1	-5%	?
> Cc1cccc(CN2CCN(Cc3ccc(Cl)cc3)CC2)c1
→ 28%	6	-17%	51
> O=C(COC(=O)Cc1ccccc1)Nc1ccc(SC(F)F)cc1
→ nt	5	-2%	11
> CCn1c(O)c(/C(C)=N/N2CCCCC2c2cccnc2)c(=O)[nH]c1=S (centres undefined)
→ nt	nt	1%	-13
> CN1C(=O)C(C2(C#N)CCCCC2)C(=O)N(C)C1=O
→ 1%	24	-2%	?
> O=c1ccc2c(O)c3ccoc3cc2o1
→ 4%	nt	-13%	nt
> Cc1ccc(-c2cc(-c3ccc(C)cc3)[n+](C)o2)cc1
→ nt	nt	1%	32
> COc1cc2c(cc1OC)C(C)NCC2 (centres undefined)
→ 2%&-1%	-2	1%&3%	nt
> Clc1ccc2ccccc2c1
→ 6%	nt	4%	nt
> CNC(=O)Oc1ccc2ncccc2c1
→ nt	nt	-3%	47
> CNC(C)Cc1ccccc1Sc1ccc(O)cc1 (centres undefined)
→ 7%	4	1%	-21
> CN1C2CCC1CC(OC(=O)CCN1CCCC1)C2 (centres undefined)
→ 2%	25	3%	-3
> COc1ccc(/C=C2/C(=O)NC(=S)N(C3CC3)C2=O)cc1CN1C(=O)c2ccccc2C1=O
→ nt	-6	-12%	-8
> C=C(C)[C@H]1CN[C@H](C(=O)O)[C@H]1CC(=O)O
→ -1%[0.0915 µM]	nt	0%[0.00818 µM]	nt
> Cc1oc(-c2ccccc2)nc1CN1C(=O)CN=C(c2ccccc2)c2ccccc21
→ nt	nt	-2%	47
> CCC(C)N1C(=O)NC(=O)C2(Cc3c(ccc4ccccc34)N(C)C2)C1=O (centres undefined)
→ 5µM*	-1	-18%	20
> O=C1NC(=S)NC(=O)C12C(c1ccc(F)cc1)NC(=S)NC2c1ccc(F)cc1 (centres undefined)
→ -4%	1	1%	5
> C(CCc1nn[nH]n1)CCc1nn[nH]n1
→ nt	nt	-5%	?
> CCOP1(=S)Oc2cc3c(cc2C(C(=O)OC)(C(F)(F)F)O1)OCO3 (centres undefined)
→ -18%	7	-14%	-10

Compound activity as filed in PubChem BioAssay.
